# From PubChem
# SRC3 inh: SRC3 coactivator transcriptional activity inhibitors, primary screen, cell-based, luminescence | Nuclear receptor coactivator 3 (Homo sapiens), Q9Y6Q9 | HEK293 GAL4-SRC3 luciferase reporter | inhibition, % at 3.6 µM | 0.17% of 360,000 active | AID 588352, 2011;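 active = inhibition above a per-campaign cutoff, the mean of all compounds plus 3 SD, cut at about 60% in these data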;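 also: 0% = DMSO-treated cells and 100% = gossypol-treated cells at 36 µM; higher means less SRC3-driven luciferase light from the GAL4 reporter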
# Target sequence (Q9Y6Q9 whole entry, looked up, the tested form may be a part): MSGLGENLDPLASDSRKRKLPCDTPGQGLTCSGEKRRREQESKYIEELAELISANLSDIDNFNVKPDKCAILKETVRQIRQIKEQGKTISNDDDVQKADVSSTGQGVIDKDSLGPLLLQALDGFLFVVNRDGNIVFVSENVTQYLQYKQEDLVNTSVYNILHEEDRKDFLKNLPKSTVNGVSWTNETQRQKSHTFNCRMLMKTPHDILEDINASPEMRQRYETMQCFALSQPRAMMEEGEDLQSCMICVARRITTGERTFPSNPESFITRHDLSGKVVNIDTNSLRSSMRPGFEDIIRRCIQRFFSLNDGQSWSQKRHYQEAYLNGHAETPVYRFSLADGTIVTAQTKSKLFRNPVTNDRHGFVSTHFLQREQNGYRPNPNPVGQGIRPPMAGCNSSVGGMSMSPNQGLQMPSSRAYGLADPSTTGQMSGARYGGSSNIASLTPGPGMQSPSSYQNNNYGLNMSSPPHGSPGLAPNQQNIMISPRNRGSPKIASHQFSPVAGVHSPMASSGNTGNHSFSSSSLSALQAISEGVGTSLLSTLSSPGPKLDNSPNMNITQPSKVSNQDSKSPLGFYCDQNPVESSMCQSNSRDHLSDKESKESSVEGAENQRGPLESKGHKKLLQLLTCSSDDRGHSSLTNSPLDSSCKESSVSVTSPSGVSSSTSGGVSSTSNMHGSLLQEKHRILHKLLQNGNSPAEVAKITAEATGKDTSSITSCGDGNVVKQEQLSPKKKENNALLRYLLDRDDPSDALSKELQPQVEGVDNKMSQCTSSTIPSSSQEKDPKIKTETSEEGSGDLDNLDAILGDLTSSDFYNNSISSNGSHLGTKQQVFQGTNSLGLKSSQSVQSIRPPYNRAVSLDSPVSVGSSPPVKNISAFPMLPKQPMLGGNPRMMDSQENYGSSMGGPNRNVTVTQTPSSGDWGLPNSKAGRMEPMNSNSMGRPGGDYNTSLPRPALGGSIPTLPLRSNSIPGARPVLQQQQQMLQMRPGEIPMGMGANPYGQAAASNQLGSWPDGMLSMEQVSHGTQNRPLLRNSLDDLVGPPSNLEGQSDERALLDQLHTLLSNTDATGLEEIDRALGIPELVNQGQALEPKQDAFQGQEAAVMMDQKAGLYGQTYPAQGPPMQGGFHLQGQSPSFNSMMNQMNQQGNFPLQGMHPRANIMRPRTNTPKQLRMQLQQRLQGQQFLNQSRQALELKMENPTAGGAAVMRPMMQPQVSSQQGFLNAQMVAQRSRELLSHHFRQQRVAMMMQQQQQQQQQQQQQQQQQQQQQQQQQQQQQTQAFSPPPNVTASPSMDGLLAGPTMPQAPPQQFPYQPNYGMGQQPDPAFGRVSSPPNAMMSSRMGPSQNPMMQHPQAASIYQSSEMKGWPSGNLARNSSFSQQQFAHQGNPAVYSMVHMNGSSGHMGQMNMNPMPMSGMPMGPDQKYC
# EBV LMP1 NFkB: EBV LMP1-driven NF-kappaB luciferase reporter inhibitors, primary screen, cell-based, luminescence, single point. LMP1-induced NF-kappaB luciferase reporter cells. 0.69% of 350,000 active. inhibition, % at 12.5 µM; in the data active = inhibition above about 41%;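 also: 0% = neutral control wells and 100% = reference inhibitor control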
# NCOA1 inh: SRC1 coactivator transcriptional activity inhibitors, primary screen, cell-based, luminescence; Nuclear receptor coactivator 1 (Homo sapiens), Q15788; HEK293 GAL4-SRC1 luciferase reporter; inhibition, % at 3.6 µM; 0.12% of 360,000 active;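 active = inhibition above the campaign mean plus 3 SD, with each screening campaign given its own cutoff, cut at about 60% in these data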;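 also: 0% = DMSO treated cells and 100% = gossypol at 36 µM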
# TWEAK Fn14 block: inhibitors of TWEAK-Fn14 signaling, primary screen, luciferase reporter cells, uHTS | 2% of 360,000 active | inhibition, % at 10 µM | TWEAK-stimulated Fn14 reporter cells, luciferase luminescence, 8 h; in the data active = inhibition above about 50%
# KKLEB tox: cytotoxicity in KKLEB CF airway cells, primary screen, cytotoxicity control for CF NF-kB inhibitor project, cell-based, uHTS, fluorescence assay plates | KKLEB CF airway cells viability, ATPlite luminescence, overnight; active compounds read low; cells stimulated with P. aeruginosa culture filtrate | activity change (cytotoxicity), % at 5 µM | 0.36% of 360,000 active;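 active = corrected activity change at or below -50% at 5 µM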
# COUP-TFII inh: NR2F2 transcriptional activity inhibitors, primary screen, cell-based, luciferase reporter, HEK293T, luminescence. HEK293T NGFI-A luciferase reporter. inhibition, % at 8.6 µM. 0.7% of 370,000 active;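 active = inhibition above a per-plate cutoff, mean inhibition of test wells between control levels plus 3 SD, cut at about 38% in these data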;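 also: cells cotransfected with COUP-TFII expression vector driving the NGFI-A reporter; 0% = median of COUP-TF2 test wells and 100% = reporter-only cells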
# NCOA2 inhibitor: inhibition of GAL4-SRC2 driven luciferase reporter, primary screen, SRC2 inhibitor project, cell-based, luminescence; 0.17% of 370,000 active; HEK293 GAL4-SRC2 luciferase reporter; inhibition, % at 9 µM;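 active = inhibition above the mean inhibition of all tested compounds plus 3 SD, set per campaign, cut at about 52% in these data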;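 also: 0% = DMSO treated cells and 100% = cells given Gossypol at 36 µM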
# CF NFkB inh: inhibitors of PAF-induced NF-kB signaling, primary screen, cell-based, GFP fluorescence, uHTS | 0.86% of 360,000 active | KKLEB NF-kB-GFP reporter, GFP fluorescence overnight | AID 588850, 2011 | inhibition, % at 5 µM;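 active = at least 50% inhibition at 5 µM, scaled per plate between neutral and stimulator controls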;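 also: PAF is a Pseudomonas aeruginosa culture filtrate used as stimulus; plate controls were PAF-stimulated DMSO wells for no effect and unstimulated DMSO wells for full effect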
# C8 TRAIL sens: viability loss with TRAIL in NB7+C8 cells, primary screen, TRAIL sensitizer project, cell-based, ATPlite luminescence; 1% of 360,000 active; inhibition (viability loss, TRAIL sensitization), % at 10 µM; AID 624354, 2012;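 active = compounds causing at least 50% loss of cell viability in the single-dose screen, relative to plate controls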
# NR5A2 inv ag: LRH-1 (NR5A2) inverse agonists, primary screen, cell-based, luminescence, HEK293T, StAR-luciferase reporter; Nuclear receptor subfamily 5 group A member 2 (Homo sapiens), O00482; 0.13% of 360,000 active; LRH-1 transfected, 24 h; inhibition, % at 3.6 µM;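 active = inhibition above the mean inhibition of all tested compounds plus 3 SD, cut at about 73% in these data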;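 also: 0% = DMSO wells and 100% = reporter-only cells lacking LRH-1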
# TROY signal inh: inhibitors of TROY-driven NF-kB signaling, primary screen, Q293 LMP1-TROYcd cells, NF-kB luciferase, uHTS | Q293 LMP1-TROYcd NF-kB luciferase reporter, 4 h | inhibition, % at 10 µM | 0.98% of 360,000 active;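 active = compounds whose plate-normalised and pattern-corrected inhibition of the luciferase reporter signal at the single screening dose is 50% or more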
# Numbers without * were called inactive; . = not tested or not shown.
SMILES,SRC3 inh,EBV LMP1 NFkB,NCOA1 inh,TWEAK Fn14 block,KKLEB tox,COUP-TFII inh,NCOA2 inhibitor,CF NFkB inh,C8 TRAIL sens,NR5A2 inv ag,TROY signal inh
CCOC(=O)N1CCN(C(=O)CN2C(=O)COc3ccc(C)cc32)CC1,3,4,-5,6,-6,-5,8,6,1,3,-11
COC(=O)c1sccc1NC(=O)Nc1ccccc1C,-4,4,-3,1,-6,-11,-30,6,-25,6,-6
Cc1ccc(NC(=O)C2CCCN(S(=O)(=O)c3c(C)noc3C)C2)cc1 (centres undefined),-16,1,-6,9,-9,9,-5,-2,1,6,13
O=C(O)c1cccc(Nc2ccc3nonc3c2[N+](=O)[O-])c1,-24,-6,-5,14,12,-9,-22,7,6,0,2
CCN1CCN(CCNC(=O)c2ccc3nc(-c4cccc(C)c4)c(-c4cccc(C)c4)nc3c2)CC1,25,-6,7,-24,4,0,22,12,38,-2,-61
CCN(CC)S(=O)(=O)c1ccc2c(c1)nc(CCC(=O)Nc1cccc(C(F)(F)F)c1)n2CC,5,9,-6,23,2,19,-12,1,-3,14,40
CCOc1ccc(CCN2C(=O)C(=O)N([C@@H](Cc3ccccc3)CN3CCC[C@@H]3CN3C(=O)C(=O)NC[C@@H]3Cc3ccc(O)cc3)C[C@@H]2Cc2ccccc2)cc1,1,.,-4,-6,5,0,-11,-28,6,16,20
COc1cccc(-c2cc(C(=O)N3CC4(C)CC3CC(C)(C)C4)no2)c1 (centres undefined),-11,-1,-22,17,-13,4,1,-3,12,22,-16
Cc1cc2c(cc(C(=O)OCC(=O)NCc3cccs3)n2C(C)C)o1,-8,8,-2,-7,-18,.,.,25,3,12,22
Cc1ccc(NC(=O)COC(=O)CC2CC3CCC2C3)cc1S(=O)(=O)N1CCOCC1 (centres undefined),-8,2,-7,-6,7,10,18,4,3,25,6
CSc1nc(O)c(N=Nc2ccc(F)cc2F)c(=O)[nH]1,-83,16,-81,20,8,-27,-84,-9,42,-2,-3
Cc1[nH]c2c(C)cccc2c1CCNC(=O)C1CCCCC1C(=O)OCC(F)(F)F (centres undefined),17,8,-12,5,-3,-7,-20,13,-3,-13,10
COc1cccc(C(O)c2nc3ccccc3n2C(C)C)c1 (centres undefined),24,0,0,1,5,5,-18,-11,5,17,-16
Cc1ccc(NC(=O)CN2C(=O)NC3(CCCCC3C)C2=O)cc1S(=O)(=O)N1CCOCC1 (centres undefined),3,-2,-7,-18,19,18,19,-35,-17,8,-12
CC(OC(=O)CCCN=C1NS(=O)(=O)c2ccccc21)C(=O)Nc1ccccc1F (centres undefined),4,3,-3,10,-5,6,7,22,-5,-21,-1
COc1ccc(-c2noc(N3CCC(C(=O)NCc4ccc(Cl)cc4)CC3)n2)cc1,-39,-9,-2,7,-26,-6,4,34,29,-17,-19
COc1ccc(CNC(=O)c2cc(=O)c3cc(C)ccc3o2)cc1,5,0,-13,-1,-6,-10,-2,-14,-18,6,-16
COc1ccccc1CNC(=O)c1ccc(OC(F)F)c(OC)c1,15,-7,-3,13,-5,13,-6,7,-5,14,11
Cc1c(-c2nc(N)nc(Nc3ccccc3F)n2)oc2ccccc12,-86,-95,-87,21,2,-55,-44,-6,6,-171,-91
Cc1cc(C)c(-c2csc(Cc3nc(-c4cc5ccccc5oc4=O)cs3)n2)cc1C,24,33,3,37,-7,-4,5,10,26,3,-23
CC(=O)Nc1ccc(C(=O)CN2C(=O)NC3(CCCCCC3)C2=O)c(F)c1,-2,-6,-28,-13,9,0,32,-15,5,-12,-1
CCOc1cc(C(=O)N2CCC(CC3CC(c4ccc(Cl)cc4)=NO3)(C(=O)NCC3CCCCC3)CC2)cc(OCC)c1OCC (centres undefined),41,16,3,-10,-24,-7,-11,8,2,27,-7
O=C(NCC(=O)N1CCN(c2ccccc2F)CC1)c1ccco1,-12,-6,9,-13,8,-10,-13,-9,6,-4,-13
Brc1ccc(CSc2nnc(-c3cnccn3)n2Cc2ccco2)cc1,-12,9,-13,-16,4,4,3,-2,13,22,1
Cc1cc(OC(C)C(=O)NC(Cc2c[nH]c3ccc(O)cc23)C(=O)O)c2c(C)c(C)c(=O)oc2c1 (centres undefined),2,-4,0,-11,-6,-7,26,26,1,6,9
O=C(CSc1nc2ncc(Cl)cc2[nH]1)NC1CCS(=O)(=O)C1 (centres undefined),10,-1,-17,2,-1,9,-24,20,-4,7,-7
Cc1nn(C(C)C(=O)NCCCN2CCCCC2C)c(=O)c2c1sc1ccccc12 (centres undefined),7,3,4,20,-2,-5,-57,-17,-9,11,-3
CC(C)C1Cc2[nH][nH]c(=O)c2C(c2ccc(Cl)cc2)O1 (centres undefined),.,.,.,-23,.,5,1,.,-5,-15,4
CCCC(=O)Nc1c(C(=O)OCC)[nH]c2ccccc12,8,-6,9,0,-15,10,1,-2,-1,9,3
CCCN(c1ccc(C(C)C)cc1)S(=O)(=O)c1c(C)noc1C,0,5,-1,-7,4,5,10,-6,14,7,-17
O=C(CSc1ncn[nH]1)N/N=C/c1ccc(F)cc1,-7,2,-2,-4,-4,-2,5,6,-26,-30,2
COc1ccc(-n2c(SC)nc3sc4c(c3c2=O)CCN(C)C4)cc1,-2,5,14,-22,9,-4,-4,-9,-3,12,0
CCOc1cccc(CN2CCCC(C(=O)c3cccc(C(F)(F)F)c3)C2)c1O (centres undefined),16,-7,-13,5,1,8,-5,23,-6,9,2
COc1ccc(NC(=S)Nc2ccc3nccnc3c2)cc1,-32,-16,-52,4,-5,-47,-9,23,11,-102,-46
COc1ccc(COC(=O)C2=C(C)NC(=O)NC2c2ccccc2OC(C)C)cc1 (centres undefined),-8,10,-9,-16,-10,-11,5,-1,-20,2,2
CC(C)(OC(=O)c1ccc(C#N)cc1)c1cc2ccccc2c(=O)o1,-30,18,-17,-7,-14,-18,20,12,3,10,15
CCCCn1c(N)c(N(CC(C)C)C(=O)c2cccc(S(=O)(=O)N3CCCCCC3)c2)c(=O)[nH]c1=O,7,-16,8,14,-23,3,18,17,-5,-8,-24
COc1ccc(C(=O)N/C=C/n2cnc3cc(C(F)(F)F)ccc32)cc1,16,-1,-16,-8,-6,-18,-29,-2,-1,-1,12
O=C(OCC(=O)N1CCC(Cc2ccccc2)CC1)c1ccccc1O,-46,-7,-34,-19,0,-3,-37,-30,-5,-19,-25
Clc1ccc(-c2nc3cc(CN4CCCCC4)ccc3o2)cc1,-62,-12,-37,-22,-8,0,-24,-2,18,-61,-18
CC1=C(C(=O)N2CCOCC2)C(c2ccc(O)cc2)NC(=S)N1 (centres undefined),15,4,-1,-1,4,11,-7,-5,8,-8,12
O=P(Cc1ccccc1O)(c1ccccc1)c1ccccc1,15,-4,4,25,-6,23,5,-6,5,21,0
Cc1ccc2c(CC(=O)N(C)c3c(N)n(Cc4ccccc4)c(=O)[nH]c3=O)coc2c1,10,-4,-6,9,3,9,9,16,14,-1,6
CCC(C(=O)N1CCN(S(=O)(=O)c2sc(C(=O)O)c(C)c2C(=O)O)CC1)c1ccccc1 (centres undefined),-11,-3,-8,4,0,0,16,8,-2,-19,-4
Cc1cnc(C(=O)OCC(=O)Nc2cc(Cl)cc(Cl)c2)cn1,8,-10,2,-4,0,-9,15,2,5,-20,-13
S=C(N/N=C/c1ccccc1Cl)Nc1cccc(Cl)c1Cl,4,-6,-18,-9,-14,-23,-10,12,16,-16,-14
[O-]/[N+](=C\c1cccc(Br)c1)c1ccccc1,-6,-15,-8,1,5,-4,-10,0,0,25,-17
COn1c(SCc2cccc(Cl)c2)nc2ccccc2c1=O,10,2,-5,18,6,-11,1,7,56*,-1,-6
COc1cccc(C2CC(c3cccc(C)c3)n3ncnc3N2)c1 (centres undefined),12,-4,-60,-21,2,2,-26,2,-5,-14,4
O=C(CN1CCOCC1)OCCCc1ccccc1,-16,-3,-10,3,-3,2,6,-6,1,-22,15
Cc1c(C(=O)N2CCN(Cc3nccn3C)CC2)oc2c(F)cccc12,-18,13,-6,1,-4,-10,-32,17,-23,-4,-3
CC(C)C(=O)OC/C(O)=C(\C#N)c1nc2ccccc2[nH]1,-2,2,-26,-13,4,13,14,3,-1,7,-2
CCC(=O)Nc1nnc(S(=O)(=O)N(C)c2ccccc2)s1,-11,2,-17,10,-6,12,14,6,-8,-15,-3
CCc1nc2c(OCc3ccc(F)c(F)c3)cccn2c1N(C)C(=O)c1ccc(OC)cc1,3,.,-14,8,-6,-14,13,-9,10,4,-3
C/C(N)=C(/C#N)C(=O)CSc1nc2ccccc2c(=O)n1-c1ccccc1C,8,5,0,-11,16,3,-4,-8,3,0,2
Cc1cc(=O)oc2cc(OCC#N)ccc12,-2,-5,-6,-4,4,-28,-13,3,-16,39,-27
COC(=O)c1ccccc1S(=O)(=O)N(Cc1ccco1)Cc1cc2cc(OC)ccc2[nH]c1=O,-3,-9,-4,-12,-3,8,15,-20,2,-8,6
COc1ccc(-c2c(C(F)(F)F)nn(C)c2NC(=O)c2ccco2)cc1,19,-1,20,2,6,3,-13,-35,-15,-12,11
O=C(Nc1ccc(S(=O)(=O)NC2=NCCCCC2)cc1)c1cc(S(=O)(=O)N2CCOCC2)ccc1F,0,9,-36,5,9,9,8,1,0,-1,20
CC1(C)CN(c2cccc(-c3ccnc4ncnn34)c2)C1=O,0,-1,-8,13,6,-21,22,-10,0,-3,-16

# Entries of single compounds, looked up by structure. Order of values: SRC3 inh	EBV LMP1 NFkB	NCOA1 inh	TWEAK Fn14 block	KKLEB tox	COUP-TFII inh	NCOA2 inhibitor	CF NFkB inh	C8 TRAIL sens	NR5A2 inv ag	TROY signal inh
# C/C(N)=C(/C#N)C(=O)CSc1nc2ccccc2c(=O)n1-c1ccccc1C is listed with 8	5	0	-11	16	3	-4	-8	3	0	2
# CCc1nc2c(OCc3ccc(F)c(F)c3)cccn2c1N(C)C(=O)c1ccc(OC)cc1 is listed with 3	.	-14	8	-6	-14	13	-9	10	4	-3

# New compounds follow.
SMILES,SRC3 inh,EBV LMP1 NFkB,NCOA1 inh,TWEAK Fn14 block,KKLEB tox,COUP-TFII inh,NCOA2 inhibitor,CF NFkB inh,C8 TRAIL sens,NR5A2 inv ag,TROY signal inh
NC(=O)c1ccc(NC(=O)COC(=O)C2(c3cccc(F)c3)CCCC2)cc1,12,-4,-33,1,-17,8,26,-13,10,12,15
CC(=O)N(O)CCCCCNC(=O)CCC(=O)N(O)CCCCCNC(=O)CCC(=O)N(O)CCCCCNC(=O)CCC(=O)O,2,-10,-8,-5,0,-11,-6,2,4,20,-3
CC(=O)N/C(=C/c1ccccc1)C(=O)NCCO,-1,-3,5,-7,-2,1,-14,-1,-9,1,6
Cc1c(Br)c(O)c(Br)c2sc(=O)oc12,10,3,-17,20,28,-3,14,-28,9,2,19
